Screening results: PubChem, National Center for Advancing Translational Sciences (NCATS)
LDHA block: qHTS assay for inhibitors of human lactate dehydrogenase | purified LDHA, NADH/diaphorase-resazurin fluorescence; stronger effect = lower value | 480,000 tested, 0.15% active | activity change, % (values are at about 110 or 230 µM) | L-lactate dehydrogenase A chain (Homo sapiens), P00338; in the data active = activity change below about -30%;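 also: plate controls were DMSO wells for no effect and wells without enzyme for full effect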
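Resorufin fluorescence (ex540/em590), read at 0 and 20 min after diaphorase/resazurin addition, reports the NADH left after a 5 min room-temperature reaction of 2 nM human LDH5 with 0.06 mM NADH and 0.2 mM pyruvate.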
GRP78 ERSR act: qHTS for Inducers of the Endoplasmic Reticulum Stress Response (ERSR) in Human Glioma: qHTS; 420,000 tested, 0.02% active; U87-MG GRP78 promoter luciferase reporter, 16 h; Potency, µM, without a hit: at the highest dose activation, hits mostly activators; also: potency is read from the fitted curve at half-maximal effect; series mostly up to about 76 µM; % of control where 0% means no effect; nearly all actives have a fitted effect of over 35% in size
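Stably transfected U87-MG human glioma cells carrying a GRP78-based luminescent sensor were seeded at 1000 cells/well, pin-dosed with compounds and incubated 16 h. Luciferase reagent was then added, and end-point luminescence was read after 10 min at room temperature.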
Vif-A3G inh: qHTS for Inhibitors of Vif-A3G Interactions: qHTS | DNA dC->dU-editing enzyme APOBEC-3G (Homo sapiens), Q9HC16 | HeLa A3G-eYFP + Vif (tagged APOBEC3G with the HIV-1 protein that degrades it), YFP fluorescence, overnight | Potency, µM (doses to about 46.1 µM), for the others: at the highest dose activity, negative = active, most hits filed as inhibitors | 410,000 tested, 0.076% active | AID 602310, 2012;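 also: potency is read from the fitted curve at half-maximal effect; % is scaled to controls: 0 for no effect and ±100 for the full control effect; nearly all actives have a fitted effect of over 60% in size; hits raise eYFP signal because A3G escapes Vif-driven loss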
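HeLa cells stably expressing Vif and C-terminally eYFP-tagged A3G, seeded overnight at 37 deg C, then exposed to compound by pintool overnight at 37 deg C. Rise in yellow fluorescence (Ex 488/Em 500-530, Acumen) marks blocked Vif-driven A3G degradation.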
PI4K2A block: qHTS for small molecular inhibitors of PI4K2A. purified PI4K2A, ADP-Glo luminescence, 1 h; stronger effect = lower value. Phosphatidylinositol 4-kinase type 2-alpha (Homo sapiens), Q9BTU6. 420,000 tested, 0.13% active. activity change, negative = inhibition, % at 76.9 µM; in the data active = activity change below about -50%;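 also: -100% = wells without enzyme as full effect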
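ADP-Glo luminescence measured ADP generated by PI4K2A enzyme (4 ug/mL before mixing) with 1.2 mM PI substrate (pre-mix) and 300 microM ATP (pre-mix). Tris pH7.5 buffer with MgCl2, Triton X-100; 1 h reaction at ambient temperature.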
TrxR1 substrate: qHTS Assay for Substrates of Mammalian Selenoprotein Thioredoxin Reductase 1 (TrxR1): qHTS; 390,000 tested, 0.01% active; purified TrxR1 substrate turnover, NADPH consumption readout; Thioredoxin reductase 1, cytoplasmic (Rattus norvegicus), O89049; Potency, µM (top dose mostly 114 µM), without a hit: at the top dose activity change, negative = substrate turnover; also: potency is read from the fitted curve at half-maximal effect; % is scaled to controls: 0 for no effect and ±100 for the full control effect; nearly all actives have a fitted effect of over 50% in size
Target sequence (O89049 whole entry, looked up): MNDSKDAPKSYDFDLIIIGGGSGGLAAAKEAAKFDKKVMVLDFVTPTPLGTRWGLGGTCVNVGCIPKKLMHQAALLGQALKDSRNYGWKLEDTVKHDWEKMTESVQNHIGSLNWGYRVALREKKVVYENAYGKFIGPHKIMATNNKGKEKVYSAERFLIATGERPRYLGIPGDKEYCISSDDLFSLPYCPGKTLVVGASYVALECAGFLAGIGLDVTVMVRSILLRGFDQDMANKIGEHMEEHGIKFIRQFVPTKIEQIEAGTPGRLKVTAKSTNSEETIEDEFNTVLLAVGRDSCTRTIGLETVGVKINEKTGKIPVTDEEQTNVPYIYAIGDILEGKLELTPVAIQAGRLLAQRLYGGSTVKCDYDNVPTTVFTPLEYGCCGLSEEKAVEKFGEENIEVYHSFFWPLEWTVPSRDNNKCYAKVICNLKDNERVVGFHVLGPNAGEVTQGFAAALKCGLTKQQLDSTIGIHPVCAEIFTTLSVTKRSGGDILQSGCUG
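Rat TrxR1, dispensed at 90 nM, was prereduced with 400 uM NADPH (final) for 5 min at ~22 deg C, then incubated with compound 15 min before 400 uM selenite. A first-read NADPH fluorescence drop versus no-compound background flagged substrates.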
RXFP1 agonist: qHTS Assay for Agonists of the Relaxin Receptor RXFP1. Relaxin receptor 1 (Homo sapiens), Q9HBX9. HEK293T-RXFP1 cAMP TR-FRET, 30 min; response scale: percent of porcine relaxin response, buffer zero. Potency, µM (titrated, usually from 57.5 µM), for inactives: at the top dose activation, most hits filed as activators. 370,000 tested, 0.3% active; also: potency is read from the fitted curve at half-maximal effect; % is scaled to controls: 0 for no effect and ±100 for the full control effect; nearly all actives have a fitted effect of over 60% in size; many of its hits are not listed in these tables
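HEK293 cells stably expressing RXFP1, treated 30 min at 37C with compounds plus PDE4 inhibitor Ro 20174; cAMP measured by HTRF TR-FRET. Normalized to buffer and 29 nM porcine relaxin; EC50 by Hill fit.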
USP1 inh: Inhibitors of USP1/UAF1: Primary Screen | recombinant USP1/UAF1, Ub-Rhodamine cleavage fluorescence | Ubiquitin carboxyl-terminal hydrolase 1 (Homo sapiens), O94782 | Potency, µM (series often up to 57.1 µM), for inactives: at the top dose activity change, negative = inhibition, usual class: inhibitors | 390,000 tested, 0.23% active; also: potency is read from the fitted curve at half-maximal effect; % is scaled to controls: 0 for no effect and ±100 for the full control effect; nearly all actives have a fitted effect of over 60% in size; inactives centre near -12
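High-throughput fluorogenic screen: 1nM USP1/UAF1 complex, Ub-Rho substrate 150nM final, 50mM HEPES pH 7.8 with 0.5mM EDTA, 0.1 mg/ml BSA, 1mM TCEP and 0.01% Tween-20.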
mIDH1 inhibitor: qHTS for Inhibitors of mutant isocitrate dehydrogenase 1 (IDH1): qHTS. Potency, µM (titrated, usually from 76.6 µM), for the others: top-dose activity change, negative = inhibition, usual class: inhibitors. AID 602179, 2012. IDH1-R132H enzyme, NADPH consumption, diaphorase/resazurin fluorescence. 390,000 tested, 0.093% active; also: potency is read from the fitted curve at half-maximal effect; % is scaled to controls: 0 for no effect and ±100 for the full control effect; nearly all actives have a fitted effect of over 65% in size
Target sequence (O75874 whole entry R132H, stated change not applied): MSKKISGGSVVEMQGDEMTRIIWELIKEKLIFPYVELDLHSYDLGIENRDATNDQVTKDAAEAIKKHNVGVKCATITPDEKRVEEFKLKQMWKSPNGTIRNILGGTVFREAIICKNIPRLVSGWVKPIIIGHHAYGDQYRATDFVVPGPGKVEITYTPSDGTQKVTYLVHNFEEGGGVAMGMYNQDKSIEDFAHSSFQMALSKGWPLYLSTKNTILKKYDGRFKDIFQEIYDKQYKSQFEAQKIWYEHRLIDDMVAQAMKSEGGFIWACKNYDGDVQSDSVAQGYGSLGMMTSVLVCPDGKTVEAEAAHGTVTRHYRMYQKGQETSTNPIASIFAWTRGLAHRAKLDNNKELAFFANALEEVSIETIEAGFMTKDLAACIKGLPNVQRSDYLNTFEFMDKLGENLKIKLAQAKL
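IDH1-R132H (0.5 ug/mL) preincubated 30 min with compound, then NADPH (0.016 mM) and alpha-KG (2 mM) added; 80 min at RT, pH 7.5. Remaining NADPH coupled via diaphorase/resazurin to fluorescence (540/590 nm); concentration-response curves normalized to no-enzyme control.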
Vif-APOBEC3F blk: qHTS for Inhibitors of Vif-A3F Interactions: qHTS; HeLa A3F-eYFP + Vif (tagged APOBEC3F with the HIV-1 protein that degrades it), YFP fluorescence increase; 390,000 tested, 0.2% active; Potency, µM (titrated, usually from 46.1 µM), without a hit: top-dose activity, negative = active; AID 602313, 2012; also: potency is read from the fitted curve at half-maximal effect; % of control where 0% means no effect; nearly all actives have a fitted effect of over 65% in size
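HeLa cells stably expressing Vif plus C-terminally eYFP-tagged A3F were seeded, incubated overnight at 37 deg C, dosed with compound, incubated overnight again at 37 deg C. Yellow fluorescence (Ex 488/Em 500-530) reported blocked Vif-mediated A3F-eYFP degradation.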
Active calls of the source: *; x = no result given; & = joins results of further samples; [ ] = another dose, or the depositor's remark. Unless noted, calls follow the shape of the dose curve; as a rule, active = well fitted curve in the direction sought with a large enough effect; inconclusive = small, poorly fitted or top-dose-only effect, or another doubt; inactive = no such curve, though single readings can be large; an effect the other way counts as inactive or inconclusive.

SMILES | LDHA block | GRP78 ERSR act | Vif-A3G inh | PI4K2A block | TrxR1 substrate | RXFP1 agonist | USP1 inh | mIDH1 inhibitor | Vif-APOBEC3F blk
Cc1cc(C)n(C2CC(=O)N(c3cc(Cl)cc(Cl)c3)C2=O)n1 (configuration not stated) | -0.7 | -3.9% | 0.4% | 3.5 | 0.4% | -3.5% | -4.7% | 2.7% | -4.0%
COc1ccc(CNC(=O)COC(=O)C(CCSC)N2C(=O)c3ccccc3C2=O)cc1 (configuration not stated) | -14.6 | -4.1% | 1.4% | 1.0 | -6.4% | x | -6.8% | 3.1% | -3.2%
Cc1nnc(SCC(=O)NC(C)(C)C)n1CCc1ccccc1 | -1.9 | -3.7% | 0.7% | 3.8 | -4.9% | 0.2% | 4.7% | -1.1% | -14.0%
COc1cc(NC(=O)c2ccccc2)c(OC)cc1NC(=O)Cc1ccc(C)cc1 | -0.9 | -8.0% | -1.7% | 20.1 | 0.3% | -0.1% | -12.6% | -7.5% | -2.4%
Cc1cccc(NC(=O)CN(C)C(C)C(=O)Nc2ccc(S(=O)(=O)N3CCCC3)cc2)c1C (configuration not stated) | -2.1 | -2.6% | 1.3% | 0.3 | -8.3% | 0.3% | -13.2% | -1.3% | 5.8%
CCOc1ccc(C(=O)c2cc3ccc(O)cc3oc2=O)cc1 | -0.6&-2.4 | 5.1% | 4.4% | -0.5 | -8.9% | -0.5% | -20.2% | -2.9% | -0.3%
N=c1c2c(n(Cc3cccc(Cl)c3)c3c1CCC3)CCCC2 | 0.1 | -5.2% | 5.4% | 1.3 | 14.7% | 0.6% | -0.8% | 8.8% | 0.6%
O=C(c1ccccc1NS(=O)(=O)c1ccc2c(c1)OCCO2)N1CCOCC1 | -7.5 | -4.8% | -0.6% | 1.6 | 5.8% | 3.4% | -1.9% | 4.6% | -1.9%
COc1ccc(-n2cc(CN3CCCC3)c(-c3cccc(F)c3)n2)cc1 | -1.8 | -1.5% | 1.2% | 1.1 | 8.1%[57.1 µM] | -0.7% | -19.3% | 0.0% | 1.3%
O=C(Cn1cnc2ccccc2c1=O)Nc1ccc(-c2nnc3n2CCCCC3)cc1 | -7.3 | -4.3% | 0.0% | 2.2 | 13.8%[57.1 µM] | 0.6% | -5.6% | 7.2% | -2.0%
Cc1ccc(SCC(=O)Nc2ccc3c(c2)C(=O)NC3=O)cc1 | -6.7 | 0.0% | -0.9% | 7.0 | 5.3%[57.1 µM] | 2.3% | -22.7% | -1.8% | -2.7%
Cc1cccc(C(=O)NCC(=O)OCC(=O)N(C)CC(=O)Nc2ccc(F)cc2)c1 | -0.8 | -6.8% | 0.2% | 0.0 | -3.8% | 0.3% | -17.4% | 1.2% | 4.5%
CC(C)COc1ccc(C/C(N)=N/n2cnnc2)cc1 | 0.1 | -4.3% | -4.9% | 0.4 | 1.3% | 0.1% | 0.6% | -7.7% | -18.6%
Cc1ccccc1N1CCN(C(=S)c2ccc([N+](=O)[O-])cc2)CC1 | -5.7 | -2.5% | -1.1% | 0.2 | -10.7% | 0.7% | -8.5% | 6.2% | -8.8%
O=S(=O)(c1ccc2c(c1)OCCO2)N1CCC(c2nc3ccccc3[nH]2)CC1 | 1.2 | -2.3% | 1.7% | 1.4 | 7.1% | -0.3% | -4.8% | 6.7% | -4.4%
O=C(Nc1ncc2c(n1)-c1ccccc1OC2)c1ccc(Cl)cc1 | -1.7 | -3.4% | -3.0% | -5.3 | 75.3%[activator] | 0.0% | -16.5% | 8.8% | -9.1%
Cc1ccccc1NC(=O)CON=C(N)c1ccccc1 | -3.5 | -0.1% | -13.7% | 1.0 | -1.0% | 1.1% | -23.1% | 13.0% | -8.2%
COc1ccc(S(=O)(=O)NC2CCCCC2)c(C)c1C | -4.3 | -3.8% | 0.9% | -8.3 | -3.1% | 0.6% | 0.5% | -2.4% | -0.8%
CCCCn1c(N)c(N(Cc2ccccc2OC)C(=O)CSCC(=O)Nc2ccc(C)cc2)c(=O)[nH]c1=O | -7.5 | -1.8% | -5.8% | -2.8 | 7.9% | x | -15.4% | -0.4% | -22.4%
CCOC(=O)c1ccc(NC(=O)CN2c3ccccc3S(=O)(=O)c3ccccc32)cc1 | 6.4 | -4.0% | 0.5% | -1.4 | 3.3%[57.1 µM] | 1.6% | -24.3% | 11.9% | 1.5%
COC(=O)C1=C(C(=O)OC)SC(=C2C(=S)C(C)(C)N(C(=O)C3CC3)c3ccccc32)S1 | -0.5 | 0.7% | 0.8% | 0.0 | 6.7% | -0.9% | -18.8% | 6.2% | -9.1%
CC1(C(=O)Nc2cccc(OC(F)(F)F)c2)Cc2c(-c3ccc4c(c3)OCO4)ccnc2O1 (configuration not stated) | 0.0 | -0.9% | -15.1% | -0.7 | x | x | x | x | x
CN(C)c1ccnc(-n2cccc2/C=N/O)c1C#N | -3.5 | 0.3% | -7.8% | 2.6 | 1.5%[57.1 µM] | -0.9% | -23.2% | 8.2% | -15.9%
COCCCNc1nc(NCc2ccc(C)cc2)c2cnn(C)c2n1 | -0.6 | x | x | -0.9 | 6.0%[57.1 µM] | 1.8% | 18.3% | x | x
COc1ccc(-c2cc(C(=O)NCC(C)C)no2)cc1 | -6.2 | 8.8% | 0.4% | -10.4 | 11.4%[57.1 µM] | -0.2% | -9.3% | 2.9% | 0.4%
More records:
SMILES | LDHA block | GRP78 ERSR act | Vif-A3G inh | PI4K2A block | TrxR1 substrate | RXFP1 agonist | USP1 inh | mIDH1 inhibitor | Vif-APOBEC3F blk
Cc1ccc(-n2cccc2/C=C2\C(=N)N3N=C(c4ccco4)SC3=NC2=O)cc1 | -10.2 | -2.7% | 3.6% | -4.7 | -8.3% | 0.1% | -11.3% | -5.8% | 0.4%
O=C(CCNC(=O)c1ccc([N+](=O)[O-])cc1)NCC1COc2ccccc2O1 (configuration not stated) | -3.8 | -1.4% | 4.0% | 0.7 | 6.9% | 0.0% | -13.8% | -1.5% | -0.5%
O=C1NC(=S)N/C1=C/c1cc2c(cc1[N+](=O)[O-])OCO2 | 3.4 | -1.1% | 2.6% | -4.8 | -0.4%[57.1 µM] | 1.8% | -22.1% | 9.7% | -0.2%
COCCn1nnnc1C(c1ccccc1)N1CCN(C)CC1 (configuration not stated) | -0.2 | -2.4% | -4.8% | -10.0 | 10.7%[57.1 µM] | 2.2% | 4.2% | 2.9% | -0.4%
COCCCNC(=O)c1csc([C@@H]2C[C@H](O)[C@@H](CO)O2)n1 | -10.6 | -4.2% | -4.1% | 0.7 | x | x | x | x | x
O=S(=O)(c1ccccc1)N1N=C(c2ccc(O)cc2)CC1c1ccco1 (configuration not stated) | 2.3 | -0.5% | 6.4% | -3.4 | 2.3% | -0.2% | -19.1% | 2.7% | -7.1%
CCN1C(=O)/C(=C2\SC(N3CCOCC3)=NC2=O)c2ccccc21 | -0.5 | -1.2% | 2.1% | -3.3 | 7.6% | -1.1% | -18.4% | 3.6% | -0.1%
Cc1ccc(C)c(NC(=O)C2Cc3ccccc3CN2C(=O)OCc2ccccc2)c1 (configuration not stated) | -2.8 | -6.1% | -9.4% | 0.7 | -0.4% | 1.5% | -10.0% | 7.8% | -13.0%
C=C(C)CSc1nc2sc3c(c2c(=O)n1-c1ccccc1)CCN(C)C3 | 0.0 | -0.3% | 4.9% | -6.4 | 18.0%[57.1 µM] | 5.3% | -11.0% | -1.6% | -13.9%
COc1cccc(CNc2ccc(S(N)(=O)=O)cc2)c1OC | 4.5 | 0.2% | -5.1% | 4.5 | -5.3% | 0.6% | -4.8% | 3.8% | -0.6%
CCc1ccc(N(C(=O)c2csnn2)C(C(=O)NC(C)(C)C)c2cccnc2)cc1 (configuration not stated) | -8.6 | -2.1% | -3.8% | 0.6 | 0.7% | 1.3% | -3.4% | 6.7% | 3.2%
Cc1ccc(CNCC(=O)Nc2ccc(N3CCOCC3)cc2)cc1 | -14.5 | -6.0% | -2.2% | 1.2 | -4.3%[0.0914 µM] | -3.6% | 5.4% | 11.5% | -2.0%
O=C(c1cc(S(=O)(=O)N2CCCCC2)ccc1N1CCOCC1)N1CCN(Cc2ccccc2)CC1 | -7.5 | -2.9% | 1.3% | -1.8 | -8.6% | 1.0% | -13.4% | -7.8% | -14.8%
O=C(O)c1ccc(S(=O)(=O)c2ccc(Sc3ccc(C(=O)O)c(C(=O)O)c3)cc2)cc1 | -5.8 | -4.5% | -2.0% | -3.5 | 8.4%[57.1 µM] | 1.0% | -6.1% | -10.8% | 7.4%
C/C(N)=C(/C#N)C(=O)CSc1nnc(-c2ccc3c(c2)OCO3)o1 | 0.6 | -8.0% | -0.5% | -5.9 | 4.6% | 5.1% | -1.7% | -2.9% | 1.6%

This is a subset, so the mix of outcomes need not match the whole.
